# CHO-K1 Ca antag: counter-screen for M1 antagonists: effect in parental CHO-K1 cells; ATP-induced calcium, Fluo-8 fluorescence; inhibition, % at 3 µM; 360,000 compounds, 0.6% hits;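 active = inhibition above a per-plate cutoff, the plate's mean sample inhibition plus 3 SD, cut at about 24% in these data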;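 note: 0% = DMSO plus EC80 ATP and 100% = DMSO alone without ATP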
# OXTR potentiate: human OXTR potentiators, primary screen, fluorescence, CHO-OTR cells, Fluo-8 calcium | Oxytocin receptor (Homo sapiens), P30559 | Fluo-8 calcium fluorescence, potentiator mode; 0% = oxytocin EC15, 100% = EC100 | activation, % at 3 µM | 320,000 compounds, 0.061% hits;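 active = activation above that plate's cutoff, the mean activation of tested compounds plus 3 SD, cut at about 6.6% in these data, passing the limit was not always enough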;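 note: 100% uses oxytocin at 75 nM as the full agonist control; some results filed as inactive read as strong as hits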
#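 Dosing: Single dose, 3.0 µM nominal final compound concentration | Material: Human OTR in CHO cells | Technique: Kinetic Fluo-8 calcium fluorescence | Benchmarks: EC15 oxytocin alone as 0%, 75 nM oxytocin as 100% | Probe or stimulus: Oxytocin at about EC15, sub-maximal agonist stimulus | Incubation: Compound 6 min at room temperature before oxytocin, 100 s read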
# TAAR1 agonist: human TAAR1 agonists, primary screen, Fluo-8 calcium fluorescence, CHO RD-HGA16 cells; Trace amine-associated receptor 1 (Homo sapiens), Q96RJ0; vehicle wells 0%, saturating PEA agonist 100%; activation, % at 3 µM; 360,000 compounds, 0.99% hits;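 active = activation above the mean activation of all test compounds in the run plus 3 SD, cut at about 38% in these data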
# Target sequence (Q96RJ0 whole entry, looked up): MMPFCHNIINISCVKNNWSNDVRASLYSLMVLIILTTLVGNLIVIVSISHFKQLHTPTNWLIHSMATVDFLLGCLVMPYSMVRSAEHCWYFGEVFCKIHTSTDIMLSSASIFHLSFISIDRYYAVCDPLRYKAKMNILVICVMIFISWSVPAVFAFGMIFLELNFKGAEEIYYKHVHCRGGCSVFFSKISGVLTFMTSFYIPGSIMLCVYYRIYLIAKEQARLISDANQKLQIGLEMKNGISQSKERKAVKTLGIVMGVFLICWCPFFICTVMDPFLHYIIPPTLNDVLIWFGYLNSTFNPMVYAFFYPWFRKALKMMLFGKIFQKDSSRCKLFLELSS
#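 System: CHO RD-HGA16 cells carrying human TAAR1 plus Gα16; Incubation: 17-24 h seeding, 75 min 37 °C dye, 30 min RT; Measured by: Fluo-8 fluorescence, 5 s baseline then 140 s kinetic read; Control set: DMSO and PEA EC100; Replication: single well for each compound.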
# CHRM1 agonist: human M1 muscarinic receptor agonists, primary screen, Fluo-8 calcium fluorescence, CHO-K1 cells, HTS. 360,000 compounds, 0.33% hits. activation, % at 3 µM. Muscarinic acetylcholine receptor M1 (Homo sapiens), P11229. CHO-K1 hM1, agonist mode; 0% DMSO, 100% acetylcholine EC100;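 active = activation above the run's mean compound activation plus 3 SD, cut at about 16% in these data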;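 note: peak over basal fluorescence ratio within a 140 s kinetic read after compound addition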
# CHO parental Ca: ATP-evoked calcium signal inhibitors, parental CHO, primary screen, counter-screen for OX1R antagonist project, cell-based, fluorescence, Fluo-8 calcium dye; 330,000 compounds, 0.63% hits; inhibition, % at 5.6 µM; AID 463079, 2010; parental CHO-K1, ATP-induced calcium, Fluo-8 fluorescence;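 active = inhibition above that plate's mean sample inhibition plus 3 SD, cut at about 26% in these data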;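 note: 0% = ATP-challenged DMSO wells and 100% = DMSO wells without ATP; some compounds past the cut are filed as inactive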
#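 Assay system – parental CHO cells · Reagent – ATP stimulus · Detection – intracellular calcium via Fluo-8 no-wash fluorescent dye · Evaluation – percent inhibition of ATP-evoked calcium rise, normalized to controls · Controls – ATP wells versus no-ATP DMSO wells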
# V1R ag counter: agonists of human V1a receptor, primary screen, counter-screen for OXTR agonist project, fluorescence, CHO-V1R cells; 320,000 compounds, 0.25% hits; AID 2797, 2010; activation, % at 3 µM; Fluo-8 calcium fluorescence, agonist mode; 0% DMSO, 100% 3 nM vasopressin; Vasopressin V1a receptor (Homo sapiens), P37288;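 active = activation above the mean activation of all tested compounds plus 3 SD, per screening run, cut at about 20% in these data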;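 note: signal is peak over basal fluorescence ratio across a 100 second FLIPR read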
# Target sequence (P37288 whole entry, looked up): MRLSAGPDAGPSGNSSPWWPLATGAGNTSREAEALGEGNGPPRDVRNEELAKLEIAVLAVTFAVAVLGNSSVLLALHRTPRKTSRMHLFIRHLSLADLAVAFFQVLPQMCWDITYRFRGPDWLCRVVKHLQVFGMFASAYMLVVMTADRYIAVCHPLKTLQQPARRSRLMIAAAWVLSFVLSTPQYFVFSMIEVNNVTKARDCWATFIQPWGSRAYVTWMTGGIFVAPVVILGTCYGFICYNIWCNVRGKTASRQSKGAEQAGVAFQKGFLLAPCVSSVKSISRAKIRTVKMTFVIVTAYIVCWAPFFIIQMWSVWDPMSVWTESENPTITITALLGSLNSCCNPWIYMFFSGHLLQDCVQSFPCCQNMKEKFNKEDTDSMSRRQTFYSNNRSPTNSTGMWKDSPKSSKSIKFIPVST
# M1 PAM parental: nonselective calcium activators in parental CHO-K1 cells, primary screen, counter-screen for M1 PAM project, cell-based, Fluo-8 calcium fluorescence, full deck, 1536-well. ATP EC20; 0% at ATP EC20, 100% at ATP max. activation, % at 3 µM. AID 602247, 2012. 360,000 compounds, 0.02% hits;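 active = activation above the run cutoff, the mean activation of all test compounds plus 3 SD, cut at about 40% in these data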;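 note: peak over basal fluorescence ratio in a 140 s read after ATP addition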
# M1 ag parental: counter-screen for M1 agonists: effect in parental CHO-K1 cells; 360,000 compounds, 0.48% hits; Fluo-8 calcium fluorescence; scaled to maximal ATP response, vehicle zero; activation, % at 3 µM; in the data active = activation above about 15%;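 note: untransfected CHO-K1 host cells lacking M1 receptor as counterscreen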
# TAAR1 antag: human TAAR1 antagonists, primary screen, Fluo-8 calcium fluorescence, CHO RD-HGA16 cells; antagonist; 360,000 compounds, 1.5% hits; inhibition, % at 3 µM;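 active = inhibition above a per-plate cutoff, the mean inhibition of test compounds on that plate plus 3 SD, cut at about 49% in these data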;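 note: 0% = DMSO plus EC80 beta-PEA response and 100% = DMSO alone without agonist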
#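 System: RD-HGA16 CHO cells with stable hTAAR1 and Gα16 | Probe or stimulus: EC80 β-phenethylamine stimulus | Dosing: 3 µM, single point | Times: Dye loading 75 min at 37 °C, then 30 min room temperature | Measured by: Fluo-8 calcium-sensitive fluorescence | Read-out basis: % inhibition of agonist calcium response | Replicates: n of 1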
# * hit, by the source's call; . = no result given.
SMILES,CHO-K1 Ca antag,OXTR potentiate,TAAR1 agonist,CHRM1 agonist,CHO parental Ca,V1R ag counter,M1 PAM parental,M1 ag parental,TAAR1 antag
OC(c1cccc(F)c1)c1ncc(-c2ccc(C(F)(F)F)cc2)[nH]1 (stereo unspecified),-1,.,5,-5,.,.,9,1.2,20
CCN(CC)C1CCN(Cc2cn[nH]c2-c2ccc(OC)c(F)c2)C1 (stereo unspecified),-7,-7,8,-12,-9,0.0,24,12,0
CCCCOC(=O)c1cc(C)nc2ccc(Br)cc12,-19,-10,5,-2,-15,-0.7,-3,0.1,4
O=C1C(C=NCc2ccco2)=C(O)c2ccccc21,2,-13,5,-1,-14,-0.1,9,-0.1,-4
CCOC(=O)COc1ccc(S(=O)(=O)Nc2ccc(C)cc2)cc1,-9,-12,50*,15,-1,13,19,8.1,7
COCCn1c(Cc2ccccc2)nnc1SCC(=O)N1CCOCC1,-20,-6,10,-3,-4,-0.8,11,0.7,-12
Cc1c(NS(=O)(=O)c2cccc(C(=O)OCC(=O)c3ccc(Cl)cc3)c2)c(=O)n(-c2ccccc2)n1C,-6,.,1,-3,.,.,-11,2.1,10
CCN(CC)CCNC(=O)c1cn(CC)c2ccc(S(=O)(=O)N(C)C)cc2c1=O,15,-3,2,-9,-4,-0.4,9,0.3,-12
CC(C)(C)c1ccc(C(=O)c2c[nH]c(C(=O)NCc3cccnc3)c2)cc1,6,-7,11,2,-6,6.4,6,4.6,10
COCCn1c(SCC(=O)Nc2cccc(OC)c2)nc2c(oc3ccccc32)c1=O,-6,-2,7,-11,-14,0.9,19,2.2,-12
CCCc1[nH]c2ccc(C(=O)OC)cc2c1CCC,-4,-11,18,-9,-21,-1.2,-16,-0.6,17
CC1(C(=O)O)C=CC2(CCCCC2)N1C(=O)c1ccccc1 (stereo unspecified),6,6,3,-4,-1,1.5,-9,-0.2,5
O=C(c1coc(=O)c(Br)c1)N1CCOCC1,-15,.,6,-1,.,.,27,0.5,9
CCCCC(CC)C(=O)NCCc1ccc(S(N)(=O)=O)cc1 (stereo unspecified),-2,0,2,-4,-5,0.7,-1,0.0,5
N#C/C(=C(/O)c1ccc(Cl)cc1)c1nc2ccccc2[nH]1,-15,-8,2,0,-2,0.3,-2,0.7,6
COc1ccc(CCNC(=O)CNS(=O)(=O)c2ccc(Br)cc2)cc1,-6,-6,5,0,-14,0.2,13,3.7,-18
COC(=O)C1(C(F)(F)F)C2C=CC(C2)N1S(=O)(=O)c1ccc(C)cc1 (stereo unspecified),-11,-5,-4,-4,-6,-0.4,6,0.4,-2
COc1ccc(-n2c(Cc3cccn3C)nnc2SCC(=O)NC2CCCC2)cc1,7,-13,-1,-8,-8,0.4,7,0.0,3
CCC(C(=O)Nc1cccc(C(=O)O)c1C)c1ccccc1 (stereo unspecified),7,-6,3,-7,7,0.0,1,0.1,-16
O=C(c1ccccc1)N1CCN(C(=O)c2ccccc2)c2ccccc21,-4,.,5,2,.,.,-7,0.1,-6
O=CN1CCN(c2c([N+](=O)[O-])c(=O)oc3ccccc23)CC1,5,-5,-1,5,2,1.0,-11,-0.3,-15
O=C1c2nccnc2C(=O)N1c1ccc(F)cc1,-10,10*,0,-2,-10,1.2,14,0.4,1
Cc1ccccc1CN(C)C[C@H]1OCc2cnnn2CCCC(=O)N([C@@H](C)CO)C[C@@H]1C,-3,.,1,-11,.,.,9,-0.2,-11
Nc1ccccc1Nc1nc2ccccc2[nH]1,-34,-12,-1,-5,-9,0.8,15,2.5,-2
Cc1cc(OCC(=O)NCCO)ccc1Cl,1,-10,2,0,-4,0.8,16,0.6,0
COc1ccccc1CNC(=O)CSc1ccccc1,-8,3,5,-10,-14,-0.5,11,1.1,-23
COC(=O)C1(O)CC(CC(C)C)=NN1C(=O)c1ccccc1 (stereo unspecified),-13,-11,7,-3,0,0.1,22,0.6,-3
CC(C)OC(=O)c1ccc(COc2ccc3ccc(=O)oc3c2)o1,-17,-7,2,-13,-6,1.6,17,3.5,-7
CC(C)(C)OC(=O)N1CCC[C@H]1C(=O)NCC1CCC(C(=O)O)CC1 (stereo partly specified),15,0,7,-3,-8,-0.5,-6,-0.2,0
CC(C)c1ccc(N(CC(=O)NC2CCCC2)C(=O)CCC(=O)Nc2nccs2)cc1,-2,-4,-3,-3,-14,0.5,5,0.5,-6
COc1ccccc1COc1ccc2c(C)c(CC(=O)O)c(=O)oc2c1C,-18,-11,4,-2,3,0.7,9,0.5,-16
COc1cc(C(=O)OCC(=O)NCc2ccc(F)cc2)cc(NC(=O)c2cccs2)c1OC,6,-7,6,-10,-19,-2.0,5,1.7,3
O=C(NCCc1ccccc1)C(=O)NCC(c1ccco1)N1CCOCC1 (stereo unspecified),6,-13,35,1,1,4.3,-6,0.6,-8
COc1ccccc1CNC(=O)c1ccccc1C(=O)NC(C)(C)C(=O)NCc1ccccc1OC,-21,-8,10,1,-14,0.9,18,3.3,17
C=C(c1ccc(OC)cc1)c1ccc(OC)cc1,-2,-7,0,-6,-5,-1.0,6,0.0,-14
O=C(CSc1ncn[nH]1)NCCOc1ccccc1,12,-16,1,0,-1,0.2,-5,-0.3,-2
COc1ccc(CN(C)CC(O)COC(c2ccccc2)c2ccccc2)c(OC)c1OC (stereo unspecified),-3,-7,7,-10,-16,6.2,0,28*,0
COc1cc(C2SCC(=O)N2c2c(C)n(C)n(-c3ccccc3)c2=O)ccc1O (stereo unspecified),-17,-5,-1,-1,-9,1.1,11,0.9,-9
COc1ccc(/C=C/c2ccc3ccccc3[n+]2C)cc1OC,-10,-7,.,-6,5,1.1,-4,-0.4,.
CC1C(=O)N(Cc2cn(Cc3ccco3)nn2)CCS(=O)(=O)N1Cc1ccc(-c2cccc(CO)c2)cc1 (stereo unspecified),-9,.,1,-8,.,.,10,0.9,-9
C[C@H]1CN(CCc2ccccc2)C(=O)[C@@H]1CC(=O)Nc1ccc(Br)cc1,20,.,4,0,.,.,-9,0.3,4
Cc1ccc2c(Cl)c(C(=O)Nc3nn[nH]n3)sc2c1,-15,0,7,-1,-3,2.6,20,0.5,-16
CN(C)S(=O)(=O)c1cccc(-c2nn(-c3ccccc3)cc2/C=C(/C#N)C(=O)NCc2ccco2)c1,3,-7,0,-5,-3,0.7,10,0.3,9
C[C@H](NC(=O)OC(C)(C)C)C(=O)N/N=C/C1=Cc2ccccc2OC1,-2,-5,-1,-5,-18,-0.7,-14,0.2,-23
Cc1ccnc(NC(=O)COc2c(C)cc(C)cc2[N+](=O)[O-])c1,-16,2,1,-5,-8,0.8,25,0.6,-4

# Profiles, quoted from the list.
# `COc1ccc(CN(C)CC(O)COC(c2ccccc2)c2ccccc2)c(OC)c1OC` (stereo unspecified) in the list: CHO-K1 Ca antag: -3; OXTR potentiate: -7; TAAR1 agonist: 7; CHRM1 agonist: -10; CHO parental Ca: -16; V1R ag counter: 6.2; M1 PAM parental: 0; M1 ag parental: 28*; TAAR1 antag: 0
# `O=C(CSc1ncn[nH]1)NCCOc1ccccc1` in the list: CHO-K1 Ca antag: 12; OXTR potentiate: -16; TAAR1 agonist: 1; CHRM1 agonist: 0; CHO parental Ca: -1; V1R ag counter: 0.2; M1 PAM parental: -5; M1 ag parental: -0.3; TAAR1 antag: -2

# (list continues)
SMILES,CHO-K1 Ca antag,OXTR potentiate,TAAR1 agonist,CHRM1 agonist,CHO parental Ca,V1R ag counter,M1 PAM parental,M1 ag parental,TAAR1 antag
Cc1ccccc1Cn1c(C)nc2ccc([N+](=O)[O-])cc2c1=O,1,-2,3,-3,-12,1.8,1,4.7,-29
Cc1cc(C)cc(NC(=O)C2(c3cccs3)CCOCC2)c1,-8,1,-2,-5,-12,0.3,20,0.3,-8
Cc1cc(Cl)ccc1OCC(O)CNCCc1ccc(S(N)(=O)=O)cc1 (stereo unspecified),2,-16,3,0,-5,0.9,-3,0.6,8
Cc1ccnc(SCCn2c(N3CCOCC3)nc3c2c(=O)[nH]c(=O)n3C)n1,0,-8,0,-2,-3,0.9,12,0.0,5
CC1(C)Cc2cccc(OCC(O)CNCc3ccccn3)c2O1 (stereo unspecified),-7,-15,0,-4,-14,3.9,16,1.5,-19
CN=C(Nc1cc(C)nn1CCC#N)c1ccccc1,-8,-12,0,-1,8,1.4,3,0.1,4
C=CCn1c(SCC(=O)Nc2nc(C)cs2)nnc1C(C)NC(=O)c1ccccc1Cl (stereo unspecified),-4,3,15,-3,-13,-0.6,18,1.0,-4
Cc1ccc(NC(=O)CCNS(=O)(=O)c2ccc3[nH]c(=O)oc3c2)c(Cl)c1,-8,-9,0,-3,24,-0.2,12,-0.1,-2
CN(C)S(=O)(=O)c1ccc2oc(SCC(=O)NCC(F)(F)F)nc2c1,-12,-1,2,-2,-9,0.6,23,0.8,9
Cc1cccn2cc(COc3cccc([N+](=O)[O-])c3)nc12,-17,-4,14,-5,-17,0.6,28,1.1,-4
COc1cc2c(cc1NC(=O)C(C)N1CCN(S(=O)(=O)c3ccccc3[N+](=O)[O-])CC1)oc1ccccc12 (stereo unspecified),-7,4,3,-2,-3,0.5,14,0.3,1
CCOC(=O)C1CCCN(C2=NC(=O)/C(=C/c3ccc(O)c(OC)c3)S2)C1 (stereo unspecified),-18,-14,0,-2,6,1.7,-2,1.3,9
NC(=O)C1CCN(C(=O)CCc2nc3sc4c(c3c(=O)[nH]2)CCCC4)CC1,-5,3,1,-4,6,1.0,1,0.2,-3
CCCCn1c(NS(=O)(=O)c2ccc(C)cc2)c(S(=O)(=O)c2ccccc2)c2nc3ccccc3nc21,1,2,0,2,-4,0.0,7,0.5,14

# 5 compounds from above, reduced to V1R ag counter, TAAR1 agonist and M1 ag parental:
SMILES	V1R ag counter	TAAR1 agonist	M1 ag parental
COC(=O)C1(C(F)(F)F)C2C=CC(C2)N1S(=O)(=O)c1ccc(C)cc1 (stereo unspecified)	-0.4	-4	0.4
COc1ccc(-n2c(Cc3cccn3C)nnc2SCC(=O)NC2CCCC2)cc1	0.4	-1	0.0
CCC(C(=O)Nc1cccc(C(=O)O)c1C)c1ccccc1 (stereo unspecified)	0.0	3	0.1
O=C(c1ccccc1)N1CCN(C(=O)c2ccccc2)c2ccccc21	.	5	0.1
O=CN1CCN(c2c([N+](=O)[O-])c(=O)oc3ccccc23)CC1	1.0	-1	-0.3
